cln2 rad14: NCI yeast anticancer drug screen, S. cerevisiae cln2 rad14 strain. actives 8.3% (n = 78,000). growth inhibition, % at 50 µM. AID 165;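 note: 0% = growth of vehicle-only cultures of the same strain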
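Each compound was tested on cln2 rad14 yeast. Inhibition of growth was calculated against vehicle-exposed controls.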
yeast rad50: NCI yeast anticancer drug screen, S. cerevisiae rad50 strain; actives 10% (n = 79,000); growth inhibition, % at 50 µM;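 note: 0% = growth of vehicle-only cultures of the same strain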
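Inhibition values express reduced yeast growth in compound-treated cultures relative to vehicle-treated controls.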
yeast bub3: NCI yeast anticancer drug screen, S. cerevisiae bub3 mutant strain; actives 9.9% (n = 78,000); % growth inhibition at 50 µM;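 note: 0% = growth of vehicle-only cultures of the same strain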
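Growth of a checkpoint-deficient yeast mutant is measured after compound exposure. Values represent inhibition relative to vehicle.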
mec2-1: NCI yeast anticancer drug screen, S. cerevisiae mec2-1 strain; growth inhibition, % at 50 µM; actives 9% (n = 79,000);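 note: 0% = growth of vehicle-only cultures of the same strain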
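mec2-1 yeast strain, carrying an alteration in DNA damage repair or cell cycle control, was exposed to compounds; growth inhibition was measured relative to vehicle-treated controls.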
yeast mlh1 rad18: NCI yeast anticancer drug screen, S. cerevisiae mlh1 rad18 strain; growth inhibition, % at 50 µM; actives 11% (n = 79,000); AID 175;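 note: 0% = growth of vehicle-only cultures of the same strain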
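Test agents were incubated with a yeast strain of defined genotype (DNA damage repair defect). Inhibition of growth was derived by comparison with vehicle-exposed cultures.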
yeast sgs1 mgt1: NCI yeast anticancer drug screen, S. cerevisiae sgs1 mgt1 strain; growth inhibition, % at 50 µM; actives 10% (n = 78,000); AID 161;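 note: 0% = growth of vehicle-only cultures of the same strain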
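Inhibition of yeast growth, normalised to vehicle-treated controls, is reported for a strain bearing genetic alterations in DNA damage repair.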
* hit, by the source's call; . = no result given; & = joins results of further samples. Cut-off read from the data, not from the text of the source: active = growth inhibition above about 70%; inactive = the rest. Not all compounds are listed. The share of hits here may be higher or lower than overall.

SMILES	cln2 rad14	yeast rad50	yeast bub3	mec2-1	yeast mlh1 rad18	yeast sgs1 mgt1
CC1=CC23C(COC(=O)C24CO4)C(C(=O)O)=CC3C1C (centres undefined) (tested in a mixture with another compound)	33.4	38.0	17.9	29.0	30.4	34.5
COc1cc2c(cc1O)CNCC2c1ccc(O)c(C)c1 (centres undefined)	-13.8	-10.8	-11.4	-14.6	-4.7	9.6
CC1=CC(=O)C2=C(C)C[C@H](O)[C@@H]3[C@H](OC(=O)[C@H]3C)[C@@H]12	17.2	-2.5	6.2	3.0	8.8	6.4
C/C(=C\c1ccc2c(c1)OCO2)[N+](=O)[O-]	40.1	98.2*	51.0	73.5*	70.8*	83.4*
CN(C)C1=C(N2CC2)C(=O)C(N(C)C)=C(N2CC2)C1=O	9.3	17.2	1.0	9.9	23.7	14.6
CCN1CCC(OC(=O)c2ccccc2)(c2nccc3ccccc23)CC1	9.1	-5.8	9.8	0.9	8.9	7.0
C=CCC[CH2][Sn]([c]1ccccc1)([c]1ccccc1)[c]1ccccc1	98.2*	99.5*	99.0*	99.5*	99.4*	99.4*
CCC[As](=O)(O)Cc1ccccc1C	-1.3	4.3	18.0	-5.4	22.1	7.8
CC(C)CC1C(=O)NCCC(NC(=O)C(N)Cc2ccc(O)cc2)C(=O)NC(Cc2ccccc2)C(=O)NC(Cc2ccccc2)NC1=O (centres undefined)	3.9	-1.2	-10.8	-14.2	-28.1	-23.9
CC1(C)SC2C(NC(=O)Cc3ccccc3)C(=O)N2C1C(=O)O (centres undefined) (tested in a mixture with another compound)	-2.3	2.2	-12.3	0.8	-11.7	13.5
CCC1(CCNC(=O)CN)C(=O)NC(=O)NC1=O	-38.4	10.3	11.4	-12.2	-6.0	-2.5
CC(=O)O.[RuH].c1ccc([PH+](c2ccccc2)c2ccccc2)cc1.c1ccc([PH+](c2ccccc2)c2ccccc2)cc1.c1ccc([PH+](c2ccccc2)c2ccccc2)cc1	75.0*	43.5	72.5*	70.9*	66.5	72.5*
C/C(=C\C(C)C)C1(C)C(=O)NC(=O)NC1=O	5.0	8.8	4.4	11.4	-19.3	-6.3
O=S(=O)(NCCO)c1cc[c]([Sb](=[O])([OH])[OH])cc1	13.2	5.3	-19.1	7.4	-8.2	-36.6
O.O.[NH-]C1(C(=O)O)CCCC1.[NH-]C1(C(=O)O)CCCC1.[Ni+2]	19.4	-12.0	-48.9	-15.9	-17.4	-16.6
CC(=O)[O][Hg][c]1c(C)c(C)c(C)c(C)c1C	89.8*	87.5*	88.5*	90.1*	.	90.7*
C[C@@H]1CCC2[C@@H](C)[C@H](O[C@H]3O[C@@H]4O[C@@]5(C)CCC6[C@H](C)CCC([C@H]3C)[C@]64OO5)O[C@@H]3O[C@@]4(C)CCC1[C@@]23OO4 (some centres undefined)	89.7*	90.2*	91.2*	91.6*	90.8*	92.0*
CCCCOC(=O)CCl	11.7	1.4	4.6	11.9	13.0	7.5
C=CCC1(OC(C)=O)CCC2C3CCC4CC=CCC4(C)C3CCC21C (centres undefined)	-51.4	-9.9	1.0	4.5	-9.4	-8.8
NC(N)=N/N=C1\C(=O)N(c2cccc([N+](=O)[O-])c2)C(=O)C1C(=O)Nc1cccc([N+](=O)[O-])c1 (centres undefined)	-29.6	-17.9	1.4	-22.4	-14.5	-17.1

Full records, quoted from the list. Screens in order: cln2 rad14, yeast rad50, yeast bub3, mec2-1, yeast mlh1 rad18, yeast sgs1 mgt1
Results for `CC1=CC(=O)C2=C(C)C[C@H](O)[C@@H]3[C@H](OC(=O)[C@H]3C)[C@@H]12` → 17.2, -2.5, 6.2, 3.0, 8.8, 6.4
Results for `CN(C)C1=C(N2CC2)C(=O)C(N(C)C)=C(N2CC2)C1=O` → 9.3, 17.2, 1.0, 9.9, 23.7, 14.6
Results for `O=S(=O)(NCCO)c1cc[c]([Sb](=[O])([OH])[OH])cc1` → 13.2, 5.3, -19.1, 7.4, -8.2, -36.6
Results for `CC(=O)[O][Hg][c]1c(C)c(C)c(C)c(C)c1C` → 89.8*, 87.5*, 88.5*, 90.1*, ., 90.7*

Five entries out of the list, ordered by count of non-hydrogen atoms, rising.
SMILES	cln2 rad14	yeast rad50	yeast bub3	mec2-1	yeast mlh1 rad18	yeast sgs1 mgt1
C/C(=C\c1ccc2c(c1)OCO2)[N+](=O)[O-]	40.1	98.2*	51.0	73.5*	70.8*	83.4*
C/C(=C\C(C)C)C1(C)C(=O)NC(=O)NC1=O	5.0	8.8	4.4	11.4	-19.3	-6.3
CC1=CC(=O)C2=C(C)C[C@H](O)[C@@H]3[C@H](OC(=O)[C@H]3C)[C@@H]12	17.2	-2.5	6.2	3.0	8.8	6.4
CN(C)C1=C(N2CC2)C(=O)C(N(C)C)=C(N2CC2)C1=O	9.3	17.2	1.0	9.9	23.7	14.6
C=CCC1(OC(C)=O)CCC2C3CCC4CC=CCC4(C)C3CCC21C (centres undefined)	-51.4	-9.9	1.0	4.5	-9.4	-8.8

(listing goes on)
SMILES	cln2 rad14	yeast rad50	yeast bub3	mec2-1	yeast mlh1 rad18	yeast sgs1 mgt1
CC(=O)O.CC(=O)O.[Co+2].[NH-]C(CCC(N)=O)C(=O)O.[NH-]C(CCC(N)=O)C(=O)O (centres undefined)	-4.0	15.2	22.3	13.4	19.9	34.2
CCC(=O)c1ccc(Cl)cc1	-23.8	18.8	16.4	-11.6	2.1	-4.0
O=[N+]([O-])O[C@H]1CO[C@H]2[C@@H]1OC[C@H]2O[N+](=O)[O-]	-6.0	-7.2	-1.9	-1.9	-11.0	-17.2
C=C(C)C1(CCC(C)C)C(=O)NC(=O)NC1=O	-15.4&14.7	55.4&11.2	0.7&12.9	5.5&6.1	25.4&37.5	-2.1&17.6
CC1(CCc2ccc(N(CCCl)CCCl)cc2)NC(=O)NC1=O (centres undefined)	16.9	-6.5	2.7	5.0	1.3	9.2
Nc1ccc(N=Nc2ccccc2)cc1	3.2	69.7	37.4	17.6	82.5*	37.4
ClCCOCOCCCl	-38.0	-0.5	-6.2	-7.1	-7.2	-20.1
O=c1n(Cc2ccccc2)c2ccccc2n1CC1CS1 (centres undefined)	4.8	55.5	15.8	21.4	31.1	62.9
C[C@@]12CC[C@H]3[C@@H]4CCC(=O)N[C@@]4(C)CC[C@@H]3[C@@]1(C)CC[C@H](OC(=O)Cc1ccc(N(CCCl)CCCl)cc1)C2	15.1	18.9	4.1	6.3	18.9	18.8
O=C(O)c1ccccc1N(CCO)CCCl	21.6	-11.2	-14.0	-10.4	-22.8	-31.4
CCC(C)C1NC(=O)C2CCCN2C(=O)C(CC2CO2)OC(=O)CCNC(=O)C(C)N(C)C(=O)C(C(C)C)N(C)C1=O (centres undefined)	31.6	55.1	36.0	5.2	28.8	41.2
NNC(N)=O	-18.3	1.3	-13.2	23.1	-14.8	-38.9
OC(CN(CCCl)CCCl)C(O)C(O)C(O)CN(CCCl)CCCl (centres undefined)	82.1*	77.6*	-12.1	24.0	82.1*	30.2
CCOP(=O)(CCC[N+](=O)[O-])OCC	-15.8	-12.1	1.4	-11.9	-7.7	-18.7
O=C1N=NC(Cl)c2ccccc21 (centres undefined)	2.6	-20.6	-17.9	-13.5	-10.8	-19.1
COP12(OC)NC(=O)OC1(C(F)(F)F)c1ccccc1O2 (centres undefined)	-5.2	-14.9	-28.0	-4.0	-39.0	-23.9
CCOC(=O)C(C(=O)OCC)c1ccccc1	3.8&2.4	25.4&7.0	23.1&40.4	12.9&-11.0	9.6&-0.1	11.1&11.7
[CH3][Sn]1([CH3])[c]2ccccc2Oc2cccc[c]21	-1.2	-11.9	33.5	1.6	-17.6	4.7
[C-]#[O+].[C-]#[O+].[C-]#[O+].[C-]#[O+].[C-]#[O+].[C-]#[O+].[C-]#[O+].[C-]#[O+].[C-]#[O+].[CH2-]C.[Co].[Co].[Co]	-2.3	25.6	24.2	9.9	33.8	19.1
[C-]#[O+].[C-]#[O+].[CH3][Sn]([CH3])[c]1ccccc1.[Fe+5].[c-]1[c-][c-][cH-][c-]1	95.3*	95.3*	98.0*	98.0*	94.0*	94.7*
c1ccc2sc(SNC3CCCCC3)nc2c1	-128.3	-29.7	13.6	-65.1	2.4	-60.1
CC#CC(O)(C(=O)OC)c1ccccc1 (centres undefined)	-23.6	-7.3	-5.1	12.6	-1.9	-20.8
Cc1ccc(S(=O)(=O)N/N=C2\CN3CCC2CC3)cc1	8.3	-3.0	8.2	13.4	1.6	0.5
Cc1cc(C)[n+]2c(c1)C=CC2	-8.5	13.3	3.6	-5.4	11.6	-5.5
Cc1cc[n+](C2=C(Nc3cc(C)cc(C)c3)C(=O)c3ccccc3C2=O)cc1	6.8	24.9	16.0	28.5	51.8	9.5
COc1ccc(C(=O)OC2CC3CCC(C2)N3)cc1OC (centres undefined)	.	7.2	.	-19.8	22.8	.
CC(=O)Cc1ccc2c(c1)OCO2	1.1	13.2	-16.9	-11.4	22.9	-0.3
OC(c1ccccc1)C(c1ccc(Cl)cc1)N1CCCCC1 (centres undefined)	7.7	10.2	7.3	-7.4	0.3	28.6
NC1(CCc2ccccc2)C(=O)NC(=O)NC1=O	-64.0	-17.5	8.7	-15.7	30.4	-7.2
CCCCCCP(=O)(O)O.[Zn+2]	-9.9	-33.9	-35.1	-21.8	-8.8	-9.7
COc1cc2c(cc1OC)[Se]c1cc(OC)c(OC)cc1[Se]2	5.7	-7.5	8.8	-3.4	-16.7	-14.2
O=[N+]([O-])c1ccc(CI)cc1	-3.5	5.7	13.4	34.2	23.3	36.6
COc1ccc2[nH]cc(/C=C\[N+](=O)[O-])c2c1	2.2	6.0	7.7	-10.1	13.8	32.4
COc1cc(C(c2c(O)c3ccccc3oc2=O)c2c(O)c3ccccc3oc2=O)cc(OC)c1O	70.8*	75.0*	50.0	44.3	90.6*	54.7
CC1=[N+]([O-])C(C)(C)N(N=O)C1(C)C	8.0	-14.7	-0.1	2.9	-24.6	-12.2
O=C(OC1CN2CCC1CC2)N(c1ccccc1)c1ccccc1 (centres undefined)	-4.8	2.4	3.5	0.2	13.3	-4.1
O=C(OC12CCN(CC1)CC2)c1ccccc1	-50.2	-7.5	8.2	8.6	0.5	4.2
O=NNc1ncc(Cl)cc1Cl	-4.7	4.9	14.2	-23.8	8.7	-6.0
CCC(Cl)C#N (centres undefined)	-11.7	-6.2	-5.2	-2.9	33.3	18.9
OC1CN2CCC[C@@H](O)[C@@H]2C1O (some centres undefined)	-0.1	-30.3	-18.8	-40.5	-40.9	-35.0
CCC[CH2][Sn]([CH2]CCN(C)C)([CH2]CCN(C)C)[CH2]CCN(C)C	15.2	38.5	-1.9	8.4	28.2	12.8
COc1cccc(CC2C(=O)NC(=O)NC2=O)c1	11.7	12.3	6.1	11.4	-65.5	-5.8
N#CN/C(N)=N/C/N=C(\N)NC#N	32.0	32.9	-0.3	20.0	25.7	13.8
CC(Br)C(=O)C(c1ccccc1)(c1ccccc1)C(C)CN(C)C (centres undefined)	-6.0	-13.3	10.3	-3.6	4.1	1.6

Screens deposited in PubChem by NCI.
